Rat MKP-3 inhibitors – MKP-3 phosphatase inhibitors, primary screen, biochemical, rat enzyme, in vitro (AID 425). recombinant MKP-3 phosphatase activity, fluorescence; higher % means a stronger effect. inhibition, % at 20 µM, or IC50 in µM where a hit was titrated. hit rate 0.17% among 110,000; in the data active means inhibition above about 50%;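 further: plate controls were vehicle for no effect and reference inhibitor for full effect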
Hsp70 inhibitors – small molecules displacing fluorescent ligand from Hsp70 – biochemical, fluorescence polarization, primary screen (AID 583); Hsp70 fluorescence polarization probe displacement, mP; higher % means a stronger effect; displacement, % at 20 µM; hits with a dose series show IC50 in µM; hit rate 0.06% among 140,000; in the data active means displacement above about 50%;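 further: plate controls were vehicle for no effect and reference ligand for full effect; a part of the inactive calls stands beside numbers as strong as those of hits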
Numbers without * were called inactive; / = not tested or not shown; & = joins results of further samples. The list is partial. The share of hits here may be higher or lower than overall.

cpd	Rat MKP-3 inhibitors	Hsp70 inhibitors	mol
1	-10.3%	2.1%	Clc1cccc(-c2cc3nc4c(c(N5CCOCC5)n3n2)CCCC4)c1
2	-2.5%	0.0%	COc1cc(OC)cc(C(=O)Nc2cccc(N3CCCC3)c2)c1
3	-1.9%	0.3%	COc1cc(C(=O)NCCC(=O)NCc2ccc3c(c2)OCO3)cc(OC)c1OC
4	-14.4%&-0.1%	9.3%&2.9%	O=C(NCc1ccco1)c1cc2n(n1)C(C(F)(F)F)CC(c1ccc(Br)cc1)N2 (centres undefined)
5	-2.8%	5.0%&8.8%	O=c1oc2ccccc2c(N2CCCC2)c1CN1CCCC1
6	-9.8%	-0.9%	C=CCn1c(NCc2cc(C)ccc2O)nc2ccccc21
7	7.4%	1.7%	Cc1nc2ncnn2c(C)c1CCC(=O)Oc1ccccc1
8	-0.8%	5.4%	O=CNc1nc(C2COc3ccccc3O2)cs1 (centres undefined)
9	-15.1%	3.3%	COc1ccc2oc(=O)c(C(=O)N3CCc4ccccc43)cc2c1
10	-2.0%	-2.0%	Cc1ccccc1OCC(O)Cn1c(NCCN(C)C)nc2c1c(=O)n(C)c(=O)n2C (centres undefined)
11	-0.6%	3.5%&-6.2%	O=C(c1ccc(-c2ccccc2)cc1)N1CCN(Cc2ccccn2)CC1
12	13.4%	0.2%	O=C(/C=C\c1ccco1)c1ccc(-n2nncc2C23CC4CC(CC(C4)C2)C3)cc1
13	/	-0.9%	O=C(O)c1nc(N2CCCCC2)ncc1Cl
14	4.5%	3.2%	CCCc1ccc(OCC(=O)Nc2cccc(F)c2)cc1
15	-8.1%	-2.9%	CCC(Oc1ccccc1)C(=O)N1CC(C)CC(C)C1 (centres undefined)
16	5.4%	-0.7%	COc1ccc(C2=NN(CN3C(=O)C(=O)c4cc(Br)ccc43)C(c3cccc([N+](=O)[O-])c3)C2)cc1 (centres undefined)
17	/	-2.1%	C#CCOC(=O)c1ccc(-n2cncn2)nc1
18	0.4%	-0.6%	NC(=O)c1[nH]cnc1C(=O)c1ccccc1
19	4.7%	-0.2%	COc1ccccc1C(=O)N1CCN=C1SC
20	-1.9%	0.0%	CSc1nsc(SCC(=O)N2CCCc3ccccc32)n1
21	-11.2%	2.9%	CC1Cn2c(nnc2-c2cccc(Cl)c2)S1 (centres undefined)
22	11.0%	0.7%	COC(=O)c1c(C)noc1-c1cc(C)on1
23	-0.7%	-1.8%	COc1ccccc1NC(=O)c1c(NC(=O)Cc2ccccc2)sc2c1CCCCC2
24	-0.2%	-5.1%	COc1ccc2ccccc2c1/C=N/NC(=O)Cc1nnc(N)s1
25	2.3%	-0.1%	Cc1cccc(N2C(=O)CC(Sc3ncn[nH]3)C2=O)c1 (centres undefined)
26	-2.5%	1.2%	CCOc1ccc(CN2C(=O)CCC2(C)C(=O)NCc2cccnc2)cc1 (centres undefined)
27	/	8.4%	CCN(CC)C(=O)c1sc2nc(-c3cccs3)cc(-c3ccc(Cl)cc3)c2c1N
28	-1.2%	-1.5%	O=C(CN1C(=O)C2C3C=CC(C3)C2C1=O)NCC1COc2ccccc2O1 (centres undefined)
29	2.7%	-1.4%	CC1=NN(c2ccc(C)c(C)c2)C(=O)/C1=C/c1ccc([N+](=O)[O-])o1
30	-5.9%	3.1%	COc1ccccc1-n1cnc2cc(NS(=O)(=O)c3ccccc3)ccc21
31	6.6%	-4.3%	Cc1ccccc1C(=O)N1c2c(C)cccc2C(Nc2ccccc2)CC1C (centres undefined)
32	0.4%	5.5%	CCOc1ccc(CCNc2cc(C)nc3ncnn23)cc1OCC
33	-1.3%	-2.6%	CCCCn1c(SCC(=O)N2CCC(C)CC2)nc2cc(S(N)(=O)=O)ccc21
34	/	3.9%	Cc1cc(C)nc(-n2nc(C)c(Br)c2Nc2ccc(Br)cc2)n1
35	-7.4%	1.5%	Cc1ccc(N2CCCCn3c2nc2c3c(=O)n(CC(=O)O)c(=O)n2C)cc1
36	3.2%	-7.5%	CCCC(=O)Nc1cc(-c2nc3cc(Cl)ccc3o2)ccc1C
37	4.9%	-0.2%	O=C(OCCN1CCCC1)C1(c2ccccc2)CCCC1
38	3.2%	0.3%	O=C(COc1ccc2ccccc2c1)N1CCN(c2ccc([N+](=O)[O-])cc2)CC1
39	1.3%	-0.3%	O=C1c2ccc([N+](=O)[O-])cc2C(=O)C1c1ccc2ccccc2n1 (centres undefined)
40	1.8%	5.5%	CC1(C)CC(N2CN=C(N)N(C#N)C2)CC(C)(C)N1
41	5.3%	3.7%	O=c1cc(CN2CCN(C/C=C/c3ccccc3)CC2)c2cc(O)ccc2o1
42	-3.5%	-2.5%	CCn1nccc1C(=O)Nc1nccs1
43	/	-2.5%	O=C(Nc1ccc(Oc2cccc3ccccc23)cc1)c1ccco1
44	1.9%	2.1%	Cc1ccnc(NC(=O)C(c2ccccc2)c2ccccc2)c1
45	2.8%	-0.4%	Cc1ccc(N2C(=O)C3CC=C(c4ccccc4)CC3C2=O)cc1 (centres undefined)
46	-3.4%	5.2%	Cc1ccc(-c2nc3c(c(-c4ccc(C)cc4)n2)CCCC3)cc1
47	2.7%	-0.1%	C/C(=N\Nc1nc(C(C)(C)C)cs1)c1ccccc1O
48	-1.4%	3.0%	Cc1cc(=O)[nH]c(SCC(=O)Nc2ccc(F)cc2)n1
49	-0.9%	-9.1%	COc1cccc2c(=O)n(CC(=O)N3CCCc4ccccc43)ccc12
50	3.5%	-0.7%	CCOC(=O)COc1ccc2oc(C)c(C(=O)OC)c2c1
51	-0.4%	0.2%	Cc1cc(Br)ccc1NC(=O)c1ccco1
52	-0.1%	0.6%	Cc1ccc2c(c1)c1c3n2CCN(CC(O)c2ccc(Br)cc2)C3CCC1 (centres undefined)
53	-11.9%	-2.7%	COc1ccc(CCN2CNc3c(c(=O)n(C)c(=O)n3C)C2)cc1
54	0.0%	-1.5%	O=C(O)CCCCCNC(=O)CCn1cnc2ccccc2c1=O
55	-7.5%	-2.4%	O=C1CCc2cc(S(=O)(=O)N3CCCC3C(=O)N3CCN(c4ccccc4)CC3)ccc2N1 (centres undefined)
56	3.2%	-0.7%	Clc1ccc(CNc2nc3ccccc3n2CCOc2ccccc2)cc1

Continued.
cpd	Rat MKP-3 inhibitors	Hsp70 inhibitors	mol
57	4.8%	-0.7%	COc1cc(C(=O)OCC(=O)Nc2cc(C)on2)ccc1OCc1ccccc1Cl
58	-6.9%	1.0%	O=C(c1ccco1)c1nnn(Cc2ccccc2)c1-c1ccccc1
59	1.1%	-0.1%	O=C(O)CCCCCN1C(=O)C(=O)/C(=C(/O)c2ccc([N+](=O)[O-])cc2)C1c1ccccc1Cl (centres undefined)
60	-3.3%	4.2%	CC(=O)N1CCN(CCN(CC2C(C)C=C(C)CC2C)C(C)=O)CC1 (centres undefined)
61	/	2.0%	COc1ccc(-c2nn(-c3ccccc3)cc2C2CC(c3cccs3)=NN2C(=O)CCCC(=O)O)cc1 (centres undefined)
62	5.2%	0.1%	C=CCn1c(SCC#N)nc2c(c1=O)C(C)(C)Cc1ccccc1-2
63	0.6%	0.1%	CCCN(CCC)CCCNC(=O)c1cc2c(=O)n(C)c3ccccc3c2n1C
64	4.5%	-0.7%	OCC1OC(n2nnc3ccccc32)C(O)C(O)C1O (centres undefined)
65	4.1%	0.5%	O=S(=O)(NCc1ccc(F)cc1)c1ccc(Cl)cc1
66	5.1%	-0.9%	CC(C)(C)c1cc(C(c2ccccc2O)N2CCOCC2)cc(C(C)(C)C)c1O (centres undefined)
67	-1.0%	2.5%	CC1(C)Cc2c(c(-c3ccco3)[nH]c(=O)c2C#N)CO1
68	-8.0%	-8.6%	COCCCN1C(=O)c2ccc(C(=O)NCc3ccco3)cc2C1=O
69	14.2%	/	COC(=O)c1ccc(-c2sc3nc(N4CCOCC4)c4c(c3c2N)CC(C)(C)OC4)o1
70	-0.8%	-1.7%	CC(C)=C1C2C=CC1C1C(=O)N(c3cc(C(F)(F)F)ccc3Cl)C(=O)C21 (centres undefined)
71	-6.3%	0.2%	Cc1ccc2cc(CCNC(=O)C(C)C)c(=O)[nH]c2c1C
72	-3.5%	-0.8%	CC1(O)N(Cc2ccccc2)C(=O)OC12CCCCC2 (centres undefined)
73	-13.0%	0.4%	CCCCn1c(CN(C)Cc2ccccc2)nc2c1c(=O)n(C)c(=O)n2C
74	-2.0%	3.6%	CCN(CC)CCNC(=O)Cn1nc(-c2ccc(C)cc2)ccc1=O
75	-7.8%	0.3%	CC1(c2ccc(Cl)cc2)NC(=O)N(CC(=O)N2CCCC2)C1=O (centres undefined)
76	/	0.9%	CC(C)CNC(=O)c1cc2nc(C3CC3)cc(C(F)(F)F)n2n1
77	-9.8%	-5.2%	CCOC(=O)c1cccc(NC(=O)Cn2c(CC(=O)N3CCCC3)nc3ccccc32)c1
78	2.8%	2.7%	CCn1c(C(O)(c2ccccc2)c2ccc(C)cc2)nc2ccccc21 (centres undefined)
79	0.1%	6.6%	CCOC(=O)c1ccc(N2C(=O)C3C(c4ccc(Cl)cc4)OC4(C(=O)c5ccccc5C4=O)C3C2=O)cc1 (centres undefined)
80	-18.0%	1.6%	O=C1CC(Cc2ccc(Cl)cc2)C(=O)N1c1ccccn1 (centres undefined)
81	-3.9%	0.5%	COc1ccc(Cl)cc1NC(=O)C1=C(C)NC(=S)NC1c1ccc(OC)c(OC)c1 (centres undefined)
82	2.1%	3.3%	CCn1c2ccccc2c2cc(CN3CCNCC3)ccc21
83	50.0%*	51.2%*	O=C1NC(=S)N/C1=C\c1ccc(-c2cc([N+](=O)[O-])ccc2Br)o1
84	-2.5%	-3.0%	Cn1c(CCN2CCCCCC2)nc2cc(NC(=O)Nc3ccccc3)ccc21
85	/	4.3%	Cn1c(-c2sc(=S)n(-c3ccccc3)c2N)nc2ccccc21
86	-1.2%	-1.8%	CCOc1cc(/C=C2/SC(=S)N(C)C2=O)ccc1OC(=O)c1ccc(C)cc1
87	0.1%	-0.4%	Nc1ccc(Br)cc1/C(=N/O)c1ccccc1
88	16.6%	-7.6%	CCOc1ccc(N=C2NC(=O)/C(=C/c3ccc(I)o3)S2)cc1
89	-1.9%	5.3%	CC1(C)CC(=O)C2=C(C1)NCN(CCCN1CCOCC1)C2
90	0.5%	-0.3%	Cc1ccccc1N1OC2C(=O)N(Cc3ccccc3)C(=O)C2C1c1ccc(F)cc1 (centres undefined)
91	-0.5%	4.0%	COc1ccc2c(c1OC)C(=O)OC2Nc1ccc(C(C)=O)cc1 (centres undefined)
92	0.5%	-3.5%	O=C(COC(=O)c1cccc(C#Cc2ccccc2)c1)c1ccc(Br)cc1
93	-0.3%	1.6%	CC1=C(C(=O)Nc2ccc(Cl)cc2)C(c2ccc(Cl)cc2)NC(=O)N1 (centres undefined)
94	0.1%	1.2%	O=C(Nc1ccc2c(c1)OCCO2)c1ccc(Cl)c([N+](=O)[O-])c1
95	-0.7%	1.8%	COc1ccc(/C=C/C(=O)N(C(C)C)C(C)C)cc1Br
96	/	4.1%	Cc1cc(C(=O)Nc2ccccc2)c(C)o1
97	-11.4%	-0.8%	COc1ccc(C(=O)N2c3ccccc3CC2C)cc1OC (centres undefined)
98	-0.1%	5.8%	O=C(O)c1cnc2ccccc2n1
99	-2.5%	4.6%	COc1ccc([N+](=O)[O-])cc1NS(=O)(=O)c1cc(Cl)ccc1Cl
100	/	-0.3%	c1ccc(CSc2ncnc3c2oc2ccccc23)cc1
101	1.5%	7.7%	COc1ccc(CN2CCN(Cc3ccccc3[N+](=O)[O-])CC2)c(OC)c1
102	/	-1.2%	CCOc1ccc(NC(=O)CSc2nc(C)c3c(c2C#N)CCCC3)cc1
103	0.8%	2.2%	Cc1c(N2C(=O)CS/C2=N\N=C\c2ccc(Br)cc2)c(=O)n(-c2ccccc2)n1C
104	3.2%	1.6%	O=C(c1ccc(C#Cc2ccccc2)cc1)N1CCN(C/C=C/c2ccccc2)CC1
105	1.0%	0.2%	CCOc1cc(/C=C(/C(=O)c2ccc(C)cc2)c2nc3ccccc3o2)ccc1O
106	/	-0.3%	CCN(CC)S(=O)(=O)c1cc(C(=O)O)c(Cl)cc1Cl
107	4.8%	-2.2%	CC(C)CC(=O)NC(NC(=O)CC(C)C)c1ccc(Br)cc1
108	2.8%	-3.1%	CCCn1c(C(O)c2ccc3c(c2)OCO3)nc2ccccc21 (centres undefined)
109	2.0%	3.9%	COc1cc(Br)c(Nc2nc(-c3cccnc3)cs2)c(Br)c1

By substructure: the entries above containing bromine.
cpd	Rat MKP-3 inhibitors	Hsp70 inhibitors	mol
4	-14.4%&-0.1%	9.3%&2.9%	O=C(NCc1ccco1)c1cc2n(n1)C(C(F)(F)F)CC(c1ccc(Br)cc1)N2 (centres undefined)
16	5.4%	-0.7%	COc1ccc(C2=NN(CN3C(=O)C(=O)c4cc(Br)ccc43)C(c3cccc([N+](=O)[O-])c3)C2)cc1 (centres undefined)
34	/	3.9%	Cc1cc(C)nc(-n2nc(C)c(Br)c2Nc2ccc(Br)cc2)n1
51	-0.4%	0.2%	Cc1cc(Br)ccc1NC(=O)c1ccco1
52	-0.1%	0.6%	Cc1ccc2c(c1)c1c3n2CCN(CC(O)c2ccc(Br)cc2)C3CCC1 (centres undefined)
83	50.0%*	51.2%*	O=C1NC(=S)N/C1=C\c1ccc(-c2cc([N+](=O)[O-])ccc2Br)o1
87	0.1%	-0.4%	Nc1ccc(Br)cc1/C(=N/O)c1ccccc1
92	0.5%	-3.5%	O=C(COC(=O)c1cccc(C#Cc2ccccc2)c1)c1ccc(Br)cc1
95	-0.7%	1.8%	COc1ccc(/C=C/C(=O)N(C(C)C)C(C)C)cc1Br
103	0.8%	2.2%	Cc1c(N2C(=O)CS/C2=N\N=C\c2ccc(Br)cc2)c(=O)n(-c2ccccc2)n1C
107	4.8%	-2.2%	CC(C)CC(=O)NC(NC(=O)CC(C)C)c1ccc(Br)cc1
109	2.0%	3.9%	COc1cc(Br)c(Nc2nc(-c3cccnc3)cs2)c(Br)c1
